dFosB activator = mouse delta FosB homodimer activation; P13346; purified delta FosB, TAMRA-CDK5 oligo fluorescence polarization; percent of positive-control signal above neutral wells; activation, % at 25 µM; 340,000 compounds, 0.99% hits; AID 493131;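 active = mean activation above about 17%, with every replicate also reaching it, limit read from the data, passing the limit was not always enough; inconclusive = only one of the two conditions met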;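 note: fluorescence polarization rise as delta FosB binds a TAMRA Cdk5 AP-1 oligo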
Target sequence (P13346 whole entry, looked up): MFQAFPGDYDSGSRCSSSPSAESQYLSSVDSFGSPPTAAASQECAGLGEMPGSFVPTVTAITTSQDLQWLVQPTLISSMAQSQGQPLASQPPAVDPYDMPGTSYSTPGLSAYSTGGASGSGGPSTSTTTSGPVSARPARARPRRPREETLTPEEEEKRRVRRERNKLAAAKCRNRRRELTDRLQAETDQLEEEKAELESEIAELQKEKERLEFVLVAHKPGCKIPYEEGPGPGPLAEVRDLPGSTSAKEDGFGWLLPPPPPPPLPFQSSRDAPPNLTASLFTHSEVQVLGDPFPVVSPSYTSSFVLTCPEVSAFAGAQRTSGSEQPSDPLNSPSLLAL
Wnt bcat act = activators of Wnt/beta-catenin signaling | Wnt/beta-catenin reporter cell assay, activator, plate reader | activation, % at 9.35 µM | 300,000 compounds, 1.2% hits; in the data active = activation above about 30%, passing the limit was not always enough; inconclusive = no clear call, values can overlap the other calls;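 note: 0% = neutral control wells and 100% = positive control wells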
NSD2 HMT inh = blocks human histone methyltransferase NSD2 | NSD2 peptide methylation, AlphaScreen, 120 min | 310,000 compounds, 0.54% hits | O96028 | AID 743445 | inhibition, % at 12.5 µM; in the data active = inhibition above about 50%
PvdQ acylase = P. aeruginosa PvdQ acylase inhibition; inhibition, % at 10 µM; AID 488965; purified PvdQ acylase, fluorescence plate reader; 340,000 compounds, 0.063% hits; in the data active = inhibition above about 30%, passing the limit was not always enough; inconclusive = no clear call, values can overlap the other calls;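 note: 0% = vehicle neutral wells and 100% = reference inhibitor wells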
HTR5A ag = counter-screen for OPRM1-OPRD1 agonists: human HTR5A agonism | 340,000 compounds, 0.61% hits | AID 504692 | P47898 | activation, % at 9.3 µM | HTR5A agonist assay, luminescence, cell-based; in the data active = activation mostly above about 9.5%, no sharp cut-off; inactive = mostly below about 7.6%;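 note: 0% = cells with vehicle only and 100% = reference agonist; strong numbers were not always called active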
HTR5A inv ctr = inverse agonist of human HTR5A in OPRM1-OPRD1 counter-screen. HTR5A cell line, luminescence, inverse agonism. inhibition, % at 9.3 µM. 340,000 compounds, 0.083% hits; in the data active = inhibition mostly above about 23%, no sharp cut-off; inactive = mostly below about 18%;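 note: 0% = cells with DMSO and 100% = no-cell wells with DMSO; some compounds called inactive have numbers as strong as hits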
CDK5 inh = inhibitors of human CDK5/p35 kinase | 330,000 compounds, 0.01% hits | Q00535+Q15078 | inhibition, % at 10 µM | Recombinant CDK5/p35, ADP-Glo luminescence, 60 min;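 active = highest replicate inhibition of at least 50% and at least 75% of replicates reaching 50%; inconclusive = only one of the two criteria met; inactive = both criteria failed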;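 note: plate controls were DMSO neutral control for no effect and GW8510 at 10 µM for full effect; many of its hits are not listed in these tables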
SR-BI HDL uptake = inhibitors of mouse SR-BI mediated HDL lipid uptake. ldlA[mSR-BI] CHO cells, DiI-HDL uptake fluorescence, 3 h. 320,000 compounds, 0.96% hits. inhibition, % at 12.5 µM. AID 488896. Q61009;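 active = mean replicate inhibition of at least 70% and a set share of replicates each scoring 70 or more; inconclusive = meets just one of the two criteria; inactive = fails both criteria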;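 note: 0% = median of neutral control wells and 100% = median of positive control wells; values of inactives mirror those of a sister screen read the other way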
Target sequence (Q61009 whole entry, looked up): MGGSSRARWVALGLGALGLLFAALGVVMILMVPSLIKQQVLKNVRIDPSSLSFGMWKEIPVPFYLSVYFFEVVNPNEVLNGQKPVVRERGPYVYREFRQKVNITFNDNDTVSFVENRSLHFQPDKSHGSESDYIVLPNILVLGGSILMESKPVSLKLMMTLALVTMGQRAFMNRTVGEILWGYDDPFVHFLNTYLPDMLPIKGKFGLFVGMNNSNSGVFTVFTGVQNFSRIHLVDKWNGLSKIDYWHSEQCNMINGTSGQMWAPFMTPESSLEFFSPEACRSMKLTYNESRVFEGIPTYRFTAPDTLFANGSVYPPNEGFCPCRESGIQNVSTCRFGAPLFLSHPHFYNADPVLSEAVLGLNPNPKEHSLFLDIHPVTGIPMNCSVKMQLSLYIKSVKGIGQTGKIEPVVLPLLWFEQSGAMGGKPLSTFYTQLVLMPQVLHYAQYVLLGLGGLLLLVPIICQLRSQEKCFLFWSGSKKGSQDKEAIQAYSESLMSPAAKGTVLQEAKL
V-ATPase pH = alters yeast V-ATPase proton transport | S. cerevisiae, pHLuorin cytosolic pH fluorescence | response, % at 10 µM | 350,000 compounds, 0.37% hits | AID 504577; in the data active = response mostly above about 7.3%, no sharp cut-off; inactive = mostly below about 5.4%; note: actives read high; inactives centre near 0; some compounds called inactive have numbers as strong as hits; reference of the scale not given here
MITF act = MITF TRPM1 promoter activation in melanoma cells; SK-MEL-5 TRPM1-promoter luciferase, 24 h; % of positive control, neutral wells = 0; activation, % at 12.5 µM; 300,000 compounds, 0.75% hits;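 active = mean activation of at least 80% with every replicate also reaching 80%; inconclusive = mean reaches 80% but some replicate falls short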;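 note: 0% = neutral control wells and 100% = parthenolide positive control wells; values of inactives mirror those of a sister screen read the other way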
An asterisk follows results filed as active; u = inconclusive; x = no result given; & = joins results of further samples.

nr	canonical_smiles	dFosB activator	Wnt bcat act	NSD2 HMT inh	PvdQ acylase	HTR5A ag	HTR5A inv ctr	CDK5 inh	SR-BI HDL uptake	V-ATPase pH	MITF act
1	CCc1ccccc1NC(=O)C1COc2ccccc2O1 (centres undefined)	1	0	-4	-4	0	1	-1.0	-16	1	7
2	O=C(NC1CCSc2ccccc21)c1ccccc1Br (centres undefined)	4	-1	1	0	-1	2	2.5	6	-5	2
3	CSc1nc(N)nc2c1ncn2CC(=O)Nc1ccc(C)c(C)c1	u	-3	x	-5	x	x	0.0	-19	-1	-4
4	Brc1ccc(/C=N/Nc2ccccn2)cc1	-1	16	1	4	5	-13	-0.6	2	-1	50
5	Cc1ccc(C)c(CN2CCCN(Cc3cc(C)ccc3C)S2(=O)=O)c1	-3	2	-4	1	-2	8	-1.2	-8	-1	-10
6	O=C(Cc1ccccc1Cl)NC1(O)C(=O)c2ccccc2C1=O	-6	-4	94*	6	x	x	0.6	-10	-7	x
7	COCCCNc1nc2c(-c3cccc(C)c3)nnn2c2ccccc12	-5	-5	x	-7	0	-18	1.2	103*	-89	x
8	CC1CC(C)CN(CC(=O)NC(c2ccccc2)c2ccccc2)C1 (centres undefined)	-4	-1	-6	-9	4	-10	-4.3	-6	-3	15
9	Cc1cc(C(=O)CN2C(=O)NC(c3ccccc3)(c3ccccc3)C2=O)c(C)n1Cc1ccco1	-7	1	1	-5	5	-18	-1.6	4	1	0
10	Cc1ccsc1/C=N/NC(=O)c1ccc(Cn2cc(Br)cn2)o1	3	9	-2	3	4	-11	-0.4	-3	3	22
11	O=C1c2cccc3cccc(c23)C(=O)N1CCN1CCN(CC(O)COCc2ccc(Cl)cc2)CC1 (centres undefined)	13	-4	7	-4	9	-30	-6.8	48	1	4
12	CC(C)Cn1c(N)c(C(=O)CCl)c(=O)n(C)c1=O	-6	5	x	-10	15	-43	0.5	34	5	-25
13	Fc1ccc(N2CCN(C(=S)NCC3CCCO3)CC2)cc1 (centres undefined)	-1	-1	3	-7	2	35	-1.3	0	1	-3
14	O=C1c2ccccc2/C(=C\c2ccc(Br)s2)N1c1ccccc1	2	6	x	-15	2	-53	0.4	-5	-2	-2
15	O=C1NC(=S)N/C1=C/c1cccn1-c1ccc([N+](=O)[O-])cc1	-1	-1	1	-5	-2	5	0.3	7	1	-10
16	COc1ccccc1/C=C/C(=O)N1CCc2cc(OC)c(OC)cc2C1C (centres undefined)	u	-1	1	1	-5	13	0.7	5	-1	0
17	CN1CCN(S(=O)(=O)c2ccc(N(C)Cc3c(F)cccc3Cl)nc2)CC1	-2	-7	x	-13	-2	8	1.1	-5	-1	10
18	COc1cc2cc(CCCOC(=O)CCCC(=O)O)oc(=O)c2cc1OC	-4	0	x	-6	7	-24	0.9	-62	-5	2
19	COC(=O)c1ccncc1C(=O)Nc1ccc(F)cc1	0	x	-3	0	1	-3	-1.0	-15	0	5
20	COc1cc(OC)cc(-c2nnc(SCc3ccc(C(=O)O)cc3)o2)c1	-6	-2	-5	-3	-2	6	0.5	-9	1	x
21	O=C(CNc1ccc(Br)cc1)c1ccccc1	-2	x	-3	-13	1	-18	0.3	16	-1	x
22	S=C1NCCc2ccccc2C1c1ccccc1Cl (centres undefined)	-15	-4	-2	-12	-2	-27	-1.6	-11	-3	-11
23	Oc1ccccc1-c1csc(-c2ccccc2)n1	4	14	-4	15	-1	2	1.3	32	0	47
24	O=C(COC(=O)c1ccc(Br)cc1)Nc1ccccc1Br	3	-1	-4	-3	3	-8	1.2	-12	-1	-6
25	CCOc1ccc(NC(=O)N(C2CCCC2)C2CCN(C(C)=O)CC2)cc1	-1	0	0	1	-4	33	-0.4	-13	0	12
26	CCCn1c(SCC(=O)Nc2cccc(C)n2)nnc1-c1ccco1	1	x	0	-3	-3	15	0.5	17	0	6
27	O=C(Nc1ccc(S(=O)(=O)NC2=NCCCCC2)cc1)c1ccco1	-7	-2	-2	4	-1	-1	0.4	-23	-1	-13
28	CCOC(=O)c1csc(-c2ccc(OC)c(OC)c2)n1	-9	6	-3	-6	4	-10	-1.2	22	-2	32
29	CSc1ncccc1C(=O)OCc1ccccc1F	1	-1	-4	-12	9	-24	3.1	14	1	56
30	COC(=O)c1ccc(OC(=O)c2cccnc2SC)cc1	-2	1	-9	-5	1	-15	0.0	x	-1	3
31	CC1CC(C)(C)NCCNC(C)CC(C)(C)NCCN1 (centres undefined)	0	0	0	-14	-1	-4	0.4	-15	5	x
32	O=C1CCC(C(=O)NCCCn2ccnc2)N1 (centres undefined)	-3	-9	-6	-21	-2	-1	-2.5	-17	3	6
33	CSc1n[nH]c(NC(=O)c2c(-c3c(Cl)cccc3Cl)noc2C)n1	-7	4	-1	-4	-1	-7	-4.4	9	2	-10
34	Cc1cc(C(=O)N2CCCC(N3CCN(c4ccc(F)cc4)CC3)C2)no1 (centres undefined)	-3	1	0	2	-2	-2	-1.0	-5	-2	3
35	O=C(CN1C(=O)NC2(CCc3ccccc32)C1=O)c1c[nH]c2ccccc12 (centres undefined)	-8	1	8	11	-4	13	0.0	3	3	-8
36	O=C(O)/C=C/C(=O)N1CCN(c2ccc(F)cc2)CC1	-8	-3	-1	-14	6	2	-4.8	-36	2	-4
37	Cc1nc(-c2ccccc2O)n(S(=O)(=O)N(C)C)n1	5	-1	-2	-11	3	-9	-0.4	7	4	-8
38	FC(F)(F)c1cc(-c2ccco2)nc(NCc2ccccc2)n1	-13	0	-5	-5	14	-36	1.7	19	9	x
39	Cc1ccc2c(c1)C1CN(C)CCC1N2C(=S)Nc1ccc(Cl)cc1Cl (centres undefined)	-9	-1	5	-17	x	x	0.2	-3	-2	-2
40	CCCCc1[nH]c(=O)c(C#N)c2c1CSC(C)(C)C2	-7	x	8	1	3	-15	-0.1	-10	-1	9
41	CCOc1ccc(NC(=O)N2CCN(Cc3ccc4c(c3)OCO4)CC2)cc1	-8	-4	46	-2	4	6	0.5	32	-4	-10
42	Cc1cccc(/C=C2/Sc3ccc(C(=O)NCCCN4CCOCC4)cc3NC2=O)c1	33*	1	-2	-10	6	-26	-0.6	-9	-3	10
43	CCOC(=O)NNc1cc(C(F)(F)F)ccn1	6	-2	-1	2	0	11	0.8	-4	-5	x
44	CCN(CC)CCN(C(=O)c1ccc(Br)s1)c1nc2cc3c(cc2s1)OCO3	1	0	1	-4	-2	7	-1.2	22	-3	18
45	CCc1ccccc1S(=O)(=O)Cc1ccc(C(=O)NC2CCCC2)o1	-4	-3	-4	-15	6	14	-0.4	1	1	-3
46	COc1ccc(CCC(C)NC(=O)Cc2ccc(OC)c(OC)c2)c(OC)c1 (centres undefined)	3	-2	3	5	5	-20	0.2	x	-1	-3
47	Cc1ccc(CCNS(=O)(=O)c2cc3c(cc2Cl)NC(=O)CO3)cc1	-11	-11	x	0	5	-30	2.0	-44	5	x
48	Cc1ccc(NC(=O)C2CCN(S(=O)(=O)c3cccnc3)CC2)cc1C	-4	-2	4	-11	4	26	-1.0	-2	2	6
49	CCc1cccc(C)c1NC(=O)CCCC(=O)O	4	x	1	8	3	-24	-0.7	12	-7	5
50	O=C(Nc1nnc(-c2ccco2)o1)c1ccc(Cl)cc1	2	-1	-1	-10	1	-17	0.2	-35	-3	3
51	Cc1ccc(OCC(=O)NNC(=S)NCc2ccccc2)cc1	2	-2	0	-6	0	0	0.8	-7	1	6
52	N/C(=N\c1nc2ccccc2o1)NC(=O)c1ccccc1F	-8	x	1	-1	0	-1	-0.1	8	-6	27
53	COc1cccc(C2c3[nH]c4ccccc4c3CCN2C(=O)c2ccccc2F)c1OC (centres undefined)	-13	-4	1	-9	0	0	-3.1	15	1	-7
54	COC(=O)C1=C(C)NC(=S)NC1c1ccc(-c2ccccc2C(=O)OC)o1 (centres undefined)	-4	-1	5	-11	0	7	0.6	55	-2	-8
55	CC(NC(=O)c1ccccc1)c1ccc(F)cc1 (centres undefined)	1	x	1	-17	7	19	1.1	-1	1	-3
56	CC(=O)Nc1cccc(OCC(O)Cn2c(C)nc3ccccc32)c1 (centres undefined)	-8	-6	-2	1	4	-11	-0.9	-8	8	x

Remaining list, next part
nr	canonical_smiles	dFosB activator	Wnt bcat act	NSD2 HMT inh	PvdQ acylase	HTR5A ag	HTR5A inv ctr	CDK5 inh	SR-BI HDL uptake	V-ATPase pH	MITF act
57	CC(C)n1nccc1NC(=O)Nc1ccccc1	-8	8	23	0	-5	-5	1.2	-1	5	9
58	CCCCSc1ncc(C(=O)OCC)c(N)n1	-2	x	-1	9	-2	17	-0.5	16	0	112*
59	Cc1cccc(N2CCN(CC(O)COCc3cccs3)CC2)c1C (centres undefined)	4	x	4	-7	-3	31	-0.3	-10	3	-1
60	O=C(C1CCN(S(=O)(=O)c2ccc(F)cc2)CC1)N1CC=C(c2ccccc2)CC1	-2	-4	-1	-18	3	-7	3.0	-10	-2	0
61	CCOc1ccc(NC(=O)COc2ccccc2)c([N+](=O)[O-])c1	2	2	-2	7	0	-23	0.3	36	2	130*
62	Cc1onc(-c2ccccc2)c1C(=O)Nc1ccccc1N1CCOCC1	-3	-8	0	-18	2	28	-0.2	27	1	x
63	Cc1ccc(NC(=O)CN2CCN(C(=O)c3ccco3)CC2)cc1	-4	-3	-4	-9	1	-2	-0.3	x	0	7
64	CCCNC(=O)/C(C#N)=C1\N=C(NC(=O)c2cccs2)c2ccccc21	2	0	4	-5	-1	-6	1.2	-4	-2	-1
65	CNC(=S)NNC(=O)c1sccc1OCc1ccc(Cl)cc1Cl	3	x	-1	-10	3	-11	-0.4	-9	-3	x
66	CCN(CC(=O)Nc1ccccc1C(F)(F)F)C(=O)C1=COCCO1	10	-1	0	-11	4	-10	-0.4	-2	5	4
67	Cc1ccc(OCCCCCN2CCOCC2)c(Cl)c1	4	5	6	-3	1	-19	-2.3	22	1	x
68	Cc1ccc(S(=O)(=O)CCC(=O)Oc2ccc3c(C)cc(=O)oc3c2)cc1	1	0	6	2	0	14	-3.4	-18	1	-6
69	Cc1ccccc1NC(=O)c1ccccc1O	-6	8	4	-16	-2	-26	1.5	-4	-3	36
70	NC(=O)C1CCN(C(=O)CSc2nc3c(c(-c4ccccc4)n2)CCCC3)CC1	-12	x	-3	-17	1	-3	-2.0	-2	0	0
71	CCCSc1nc(C)c(C(C)=O)cc1C#N	7	-3	2	17	5	-12	-0.8	-23	5	2
72	C=CCn1c(SCC(=O)NCC(=O)OCC)nnc1-c1ccccn1	0	x	-1	-13	-1	3	-5.3	-4	-2	-2
73	O=C(Nc1ccc[n+](CC(=O)c2cccc3ccccc23)c1)c1ccccc1	6	x	8	1	7	3	0.0	-2	5	-1
74	Cc1ccc(CN2C(=O)C(CC(C)C)Nc3ncnc(N4CCOCC4)c32)cc1 (centres undefined)	-1	5&-1	x	-15	-4	-7	0.7	-12	-1	-3
75	O=C(c1noc2c1CCCC2)N1CCC(CO)(Cc2ccccc2Cl)CC1	-6	-1	-2	-8	-1	2	0.6	57	1	-6
76	CN(C)CCNC(=O)/C(=C/c1ccc(-c2cccc([N+](=O)[O-])c2)o1)NC(=O)c1ccccc1	7	x	7	2	3	0	0.8	10	-3	6

Screening data (PubChem)
